Mtb FBA inh: inhibits M. tuberculosis FBA enzyme; purified M. tuberculosis FBA, fluorescence read-out; AID 588726; 360,000 tested, 2.3% active; inhibition, % at 1 µM; P9WQA3; in the data active means inhibition above about 27%;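 further: 0% = vehicle and 100% = reference inhibitor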
Target sequence (P9WQA3 whole entry, looked up): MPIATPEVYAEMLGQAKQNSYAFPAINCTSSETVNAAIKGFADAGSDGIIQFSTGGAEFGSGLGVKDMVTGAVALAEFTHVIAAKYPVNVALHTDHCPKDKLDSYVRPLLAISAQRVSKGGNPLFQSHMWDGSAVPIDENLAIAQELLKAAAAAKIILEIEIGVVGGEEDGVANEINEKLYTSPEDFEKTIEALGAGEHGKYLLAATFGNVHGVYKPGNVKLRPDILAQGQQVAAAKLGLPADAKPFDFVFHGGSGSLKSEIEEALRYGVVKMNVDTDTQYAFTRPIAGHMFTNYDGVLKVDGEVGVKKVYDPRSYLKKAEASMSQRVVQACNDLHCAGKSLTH
BoNT F protease: blocks Botulinum neurotoxin F light chain protease; Multiplex microsphere protease cleavage assay, flow cytometry; inhibition, % at 10 µM; 360,000 tested, 0.22% active; in the data active means inhibition above about 35%, passing the limit was not always enough; inconclusive means no clear call, values can overlap the other calls; further: plate controls were buffer without enzyme for full effect and enzyme alone for no effect
Rv3671c protease: Rv3671c (M. tuberculosis) protease inhibition. inhibition, % at 5.96 µM. P9WHR9. 320,000 tested, 0.048% active; in the data active means inhibition above about 38%;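 further: extracellular domain of Rv3671c used as enzyme; 0% = enzyme with DMSO and 100% = no enzyme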
BioA inh: blocks M. tuberculosis BioA enzyme activity; purified M. tuberculosis BioA enzyme, plate reader; inhibition, % at 9.99 µM; 360,000 tested, 0.096% active; in the data active means inhibition above about 40%; inconclusive means no clear call, values can overlap the other calls
GDH-TPI counter: GDH-TPI coupled enzyme inhibition counter-screen; GDH-TPI coupled enzyme counterscreen, NADH absorbance; inhibition, % at 4.8 µM; 360,000 tested, 1.2% active; in the data active means inhibition above about 30%;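 further: 0% = DMSO wells and 100% = wells lacking the enzyme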
UGM FP inh: blocks M. tuberculosis UGM enzyme; P9WIQ1; inhibition, % at 10 µM; purified UGM, fluorescence polarization probe displacement; 320,000 tested, 0.06% active; in the data active means inhibition above about 10%, passing the limit was not always enough; inconclusive means no clear call, values can overlap the other calls
Target sequence (P9WIQ1 whole entry, looked up): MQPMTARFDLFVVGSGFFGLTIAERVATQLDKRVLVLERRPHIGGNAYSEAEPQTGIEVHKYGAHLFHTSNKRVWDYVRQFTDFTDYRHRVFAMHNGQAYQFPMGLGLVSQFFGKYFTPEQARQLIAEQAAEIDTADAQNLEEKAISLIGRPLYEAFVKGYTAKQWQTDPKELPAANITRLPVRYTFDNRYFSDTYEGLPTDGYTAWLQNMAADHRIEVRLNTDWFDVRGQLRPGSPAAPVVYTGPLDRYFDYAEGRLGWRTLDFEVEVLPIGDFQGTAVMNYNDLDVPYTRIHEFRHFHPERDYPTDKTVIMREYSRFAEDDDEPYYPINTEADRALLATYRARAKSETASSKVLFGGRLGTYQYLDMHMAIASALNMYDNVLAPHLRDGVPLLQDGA
PrPC surface inh: inhibitors of human cell surface prion protein PrPC. P04156. TR-FRET read-out. inhibition, % at 13.8 µM. 370,000 tested, 0.43% active. AID 720596; in the data active means inhibition above about 24%; further: 0% = median of the test wells and 100% = reference compound wells
MazF activator: activators of E. coli MazEF toxin-antitoxin RNase. P0AE70. activation, % at 20 µM. FAM/BHQ RNA-DNA oligo cleavage fluorescence, 5 h. 350,000 tested, 0.32% active. AID 504720; in the data active means activation above about 50%
Target sequence (P0AE70 whole entry, looked up): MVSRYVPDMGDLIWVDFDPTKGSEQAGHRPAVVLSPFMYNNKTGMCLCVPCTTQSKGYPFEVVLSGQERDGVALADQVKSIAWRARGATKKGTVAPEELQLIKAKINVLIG
FadD28 FP inh: inhibitors of Mycobacterium tuberculosis FadD28 bisubstrate binding | 360,000 tested, 0.22% active | inhibition, % at 12.5 µM | FadD28 bisubstrate probe binding, fluorescence polarization | AID 588549; in the data active means inhibition above about 8.5%, passing the limit was not always enough; inconclusive means no clear call, values can overlap the other calls
Active calls of the source: *; u = inconclusive; x = not tested or not shown; + = active, no number; & = joins results of further samples.

smiles	Mtb FBA inh	BoNT F protease	Rv3671c protease	BioA inh	GDH-TPI counter	UGM FP inh	PrPC surface inh	MazF activator	FadD28 FP inh
COc1ccccc1CNS(=O)(=O)c1cc2c3c(c1)CCN3C(=O)CC2	1	18	3	0.5	2	0.7	3	-6	0.9
CCCCOc1ccc(C(=O)NCC(=O)NCC(c2cccs2)N2CCOCC2)cc1 (stereo not given)	1	-2	-3	-0.1	6	-1.9	-6	0	-1.6
CCc1nnc(NC(=O)CCC(=O)NC2CC2)s1	1	-4	-1	0.1	-9	-1.8	-5	7	-3.5
CN(Cc1ccccc1)C(=O)c1ccc(NC(=O)Cc2ccc(NC(=O)C3CCCN(C(=O)C4CCCC4)C3)cc2)cc1 (stereo not given)	1	-3	x	-0.4	1	x	5	-7	-1.1
C/C(=N\N1CCN(c2ccccc2)CC1)c1cccs1	0	-9	-1	x	5	0.8	0	-5	-0.7
COc1ccccc1C(=O)Nc1nnc(-c2ccc(F)cc2)s1	3	-1	6	-2.7	16	-1.5	-2	-30	1.3
O=C(C1CCN(Cc2ccccc2)CC1)N1CCN(C/C=C/c2ccccc2)CC1	1	3	7	3.2	1	3.7	-8	-3	-0.9
O=C(NC1CC1)c1ccccc1NC(=O)c1ccccc1OC(F)F	0	-6	x	-0.9	0	x	0	-21	-0.3
COc1ccc(CN(C(=O)c2snc(C(N)=O)c2N)C(C)C(=O)NCc2ccc(F)cc2)cc1 (stereo not given)	12	3	-17	-3.0	5	1.1	-5	-17	-2.6
CCC(C)[C@H](NC(=O)N1CC(=O)Nc2ccccc21)C(=O)N[C@H](C(=O)O)c1ccccc1 (stereo not given in full)	2	x	6	-1.3	0	-3.3	-2	4	-1.5
CCOc1ccc(-c2nc(N)nc(C)c2-c2ccc(Cl)cc2)c(O)c1	6	-17	-3	1.6	12	-0.4	-3	5	-1.2
COc1ccc(NS(=O)(=O)c2ccc(C)c(C(=O)NCc3cccnc3)c2)cc1	1	-8	4	0.8	-5	1.5	-4	7	0.5
NNC(=O)C1CC1(c1ccccc1)c1ccccc1 (stereo not given)	0	-6	2	x	3	0.8	1	5	-1.4
CCOC(=O)N1CCN(CCC(=O)Nc2cc(C)ccc2OC)CC1	-5	-2	1	x	15	0.5	-4	-2	0.2
O=C(c1ccccc1-n1cccn1)N1CCc2c([nH]c3ccccc23)C1c1ccccn1 (stereo not given)	1	1	-13	x	-1	-3.0	-9	-19	-0.2
CN(CC(=O)Nc1ccc(F)c(F)c1F)C(=O)CC1OC(=O)c2ccccc21 (stereo not given)	0	-100	10	-0.6	9	3.9	-7	-2	0.7
Cc1cccc(N=C2Sc3nc4c(C)c(C)ccc4cc3CN2CCN2CCOCC2)c1	1	-1	-3	-0.5	4	0.3	8	5	-2.5
CSCCC(NS(=O)(=O)c1ccc(Cl)cc1)C(=O)O (stereo not given)	2	-2	-2	-0.7	2	0.2	-8	14	-0.1
COc1ccc(NC(=O)CS(=O)CC(=O)NCc2cccc(C(F)(F)F)c2)cc1 (stereo not given)	1	0	-1	x	-9	3.0	-4	2	-2.2
Clc1ccc(N=c2ssnc2Cl)nc1	0	-5	-16	x	-4	-0.3	1	9	0.3
CCN1c2cccc3cccc(c23)S1(=O)=O	6	-1	1	-1.0	-5	2.0	0	-1	-3.0
COCCCNC(=O)c1c(N)n(-c2ccccc2)c2nc3ccccc3nc12	+	-4	-14	0.4	13	4.2	-19	3	-3.6
COc1ccc(-c2[nH]c(-c3cccc(OC)c3)nc2SCC(=O)NCc2ccco2)cc1	18	-9	0	1.8	10	0.5	7	2	0.2
N/C(=N\OC(=O)c1cccc2ccccc12)c1cccc([N+](=O)[O-])c1	4	0	2	4.8	10	-1.4	1	55*	0.2
Cc1csc(SCC(=O)Nc2ccccc2[N+](=O)[O-])n1	-4	12	9	x	-2	-0.8	-6	-7	-2.5
O=C(NC(=S)Nc1ccc(CN2CCCCC2)cc1)c1cccc(OCc2ccccc2)c1	-1	-7	-2	x	-8	0.3	0	10	-7.5
COc1ccc(NC(=O)CC2C(=O)N(C)C(=S)N2CCc2ccccc2F)cc1 (stereo not given)	-1	-5	-6	x	1	-1.1	8	4	-0.9
CCCCCCCCc1nc(=S)[nH][nH]1	1	x	0	x	3	0.7	2	-11	1.0
COc1ccc(CCNC(=O)COC(=O)Cc2cccc3ccccc23)cc1	1	-4	0	-0.6	4	-1.0	5	-1	-6.4
COCCN(CCOC)Cc1c(C)[nH]c2c(C)c(C)ccc2c1=O	6	-18	-1	-1.0	1	-0.7	1	-9	0.7
COc1ccc(-c2csc(N(CCCN(C)C)C(=O)c3ccc(OC)c(OC)c3)n2)cc1	-2	-2	x	3.9	1	x	-19	5	-2.6
COc1ccc(NC(=O)CN(C)C(=O)c2ccc3c(c2)CC(c2ccccc2)OC3=O)cc1 (stereo not given)	1	0	x	0.6	11	x	-7	8	-1.4
CCOC(=O)C1CCN(C(=O)CCNC(=O)Cn2ccc3ccccc3c2=O)CC1	4	14	-3	-0.9	6	-3.1	0	8	0.0
COc1ccc2c(c1)OC[C@H]1[C@H]2N2C(=O)CN(C)C(=O)[C@@]2(C)[C@H]1c1ccccc1	4	-4	-16	0.1	1	-0.7	2	12	-3.3
O=C(NCc1cccnc1)C(=O)Nc1ccc([N+](=O)[O-])cc1	-7	0	-1	-0.2	-2	-3.4	-6	7	-1.4
Cc1ccc(C)c(NC(=O)CN2C(=O)COc3ccc(S(=O)(=O)N4CCCC4)cc32)c1	0	-4	-4	-2.9	5	0.5	-2	3	0.4
CC(C)(C)S(=O)(=O)/C(C#N)=C/c1sccc1C1OCCO1	-2	2	-3	x	10	-2.1	-7	-5	-0.7
CCc1ccc(N2C(=O)CC(N3CCC(C(=O)OC)CC3)C2=O)cc1 (stereo not given)	1	-11	1	1.6	5	0.6	-2	3	-0.9
CCC(NC(=O)CCc1nnc(-c2cc(C)on2)o1)C12CC3CC(CC(C3)C1)C2 (stereo not given)	-2	7	-2	-2.8	-1	3.7	0	5	-0.2
CC(=O)NNC(=O)c1csc(-c2csc(C)n2)n1	3	u	5	-2.6	-8	0.3	-3	-9	0.4
CC(=O)N1CCc2c(sc(NC(=O)CCS(=O)(=O)c3ccccc3)c2C(N)=O)C1	3	3	2	2.2	8	1.3	2	-7	-0.7
CN(Cc1ccon1)C(=O)CC1C(=O)NCCN1CC1CCCCC1 (stereo not given)	4	-7	0	x	6	-4.2	-1	5	2.1
CCOC(=O)C1=C(c2ccccc2)N=c2sc(=Cc3cc(OC)c(OC)c(OC)c3)c(=O)n2C1c1cccs1 (stereo not given)	0	18	x	-1.0	23	x	-7	x	-1.4
C[C@@H]1CN([C@@H](C)CO)C(=O)CCCn2nncc2CO[C@H]1CN(C)C(=O)Nc1ccc(C(F)(F)F)cc1	-1	-4	x	1.4&0.9	-15	x	-7	2	-1.8
O=C(CCn1nnc(-c2cccs2)n1)NCc1ccccc1Cl	-1	-2	0	0.9	11	1.4	-1	-5	-3.0
CN(C)S(=O)(=O)N1CCN(c2ccccc2Cl)CC1	1	-6	9	0.9	3	1.1	5	2	-1.5
Cc1nnc(C)n1N1C(=O)c2cccc3cccc(c23)C1=O	62*	5	10	0.5	24	-1.2	-15	5	-0.6
CCn1c(Cc2ccccc2)nnc1SCC(=O)Nc1nc(C)c(C)s1	3	6	0	-1.0	4	1.8	-2	-8	-1.1
CN1N=C(C(F)(F)F)CC1=O	3	-4	5	x	-5	-1.2	2	8	0.6
CCc1ccc(C(=O)NNC(=O)CCN2CCN(Cc3ccccc3)CC2)cc1	6	-6	-1	x	-2	-4.1	-8	4	-1.2
C=CCOC(=O)C1=C(C)NC(=O)NC1c1ccc2c(c1)OCO2 (stereo not given)	1	0	1	-0.1	4	-2.5	6	-6	-0.7
CC(=O)c1c(C)[nH]c(C(=O)COC(=O)CCSc2ccccc2)c1C	-2	3	-7	0.1	-10	-4.9	2	-2	-3.9
CCCCCC1CC(CC#CCN2CCOCC2)C(=O)O1 (stereo not given)	1	6	4	-6.1	3	-1.4	-3	-5	0.5
CCc1ccc(S(=O)(=O)N2CCN(C(=O)c3cccnc3)CC2)cc1	0	-7	1	0.0	-1	-0.7	-1	10	0.0
CCOC(=O)c1[nH]nc(C(=O)c2ccc(Br)cc2)c1O	1	4	-9	x	-4	0.2	-2	-4	-2.0
Cc1cccc(N2CCN(CCCNC(=O)C3CCCN(c4ncnc5c4nc4n5CCCCC4)C3)CC2C)c1 (stereo not given)	2	-5	-11	0.1	3	2.2	-13	6	-2.5
O=C(NCCc1c[nH]c2ccccc12)C1Cc2ccccc2CN1C(=O)c1ccco1 (stereo not given)	1	-7	-1	1.0	2	-1.2	-7	3	-0.3
CCc1nc(SCC(=O)Nc2ccccc2)c2c(=O)n(C)c(=O)n(C)c2n1	-1	-8	-2	-1.0	0	5.0	1	-6	-2.1
c1ccc(NN(Cc2cnccn2)c2ccccc2)cc1	-4	-4	x	0.6	-2	x	5	-3	-3.1
COc1ccc(C(CC(=O)Nc2cc(OC)cc(OC)c2)n2cccc2)cc1 (stereo not given)	0	-10	-6	x	-5	2.3	8	-2	-9.1

Brought forward from above: two compounds; new compounds follow.
smiles	Mtb FBA inh	BoNT F protease	Rv3671c protease	BioA inh	GDH-TPI counter	UGM FP inh	PrPC surface inh	MazF activator	FadD28 FP inh
c1ccc(NN(Cc2cnccn2)c2ccccc2)cc1	-4	-4	x	0.6	-2	x	5	-3	-3.1
COc1ccc(C(CC(=O)Nc2cc(OC)cc(OC)c2)n2cccc2)cc1 (stereo not given)	0	-10	-6	x	-5	2.3	8	-2	-9.1
CCN1C[C@@H]2[C@@H]3C(=O)N(Cc4ccccc4)C(=O)[C@@H]3[C@](Cc3ccccc3)(C1=O)N2C(=O)c1ccc(C)cc1	0	-3	x	0.7	10	x	-7	-3	-2.9
O=C(c1sc2ccccc2c1Cl)N1CCN(CCc2ccccn2)CC1	8	-1	-5	19	9	0.4	0	-21	-2.7
CCOc1ccccc1C(=O)NC1CCN(Cc2ccccc2)CC1	1	17	-2	8.9	-13	1.9	-8	-3	-5.0
O=C(COc1ccccc1)Nc1nnc(-c2ccccc2)o1	3	-2	-3	-1.4	-24	-1.5	-1	-1	1.2
Cc1cccc(-c2nc(CCNC(=O)c3ccco3)cs2)c1	-1	2	x	0.8	2	x	-7	5	-4.2
COC(=O)c1ccc(OC(=O)CCN2C(=O)C3CCCCC3C2=O)cc1 (stereo not given)	3	-12	-16	-2.3	-3	1.6	-3	-15	0.4
O=C(NCCc1ccccc1)C(=O)NCC1CCCN1S(=O)(=O)c1ccccc1 (stereo not given)	2	-5	1	0.0	4	-1.0	8	-11	-0.6
C=CCn1nnnc1SCC(=O)Nc1cccc(C(F)(F)F)c1	3	-4	-1	1.1	0	1.9	2	1	2.2
COc1cc(CN2CC(C)CC(C)C2)cc([N+](=O)[O-])c1O (stereo not given)	-7	-5	4	x	2	-3.4	0	1	-0.1
CCOc1ccc(N(CC(=O)N2CCN(c3ccccc3)CC2)S(=O)(=O)c2c(C)noc2C)cc1	1	-7	7	-0.2	7	-0.8	-11	12	1.0

Record cards, from the list above. Screens in order: Mtb FBA inh, BoNT F protease, Rv3671c protease, BioA inh, GDH-TPI counter, UGM FP inh, PrPC surface inh, MazF activator, FadD28 FP inh
CCN1C[C@@H]2[C@@H]3C(=O)N(Cc4ccccc4)C(=O)[C@@H]3[C@](Cc3ccccc3)(C1=O)N2C(=O)c1ccc(C)cc1 is listed with 0, -3, x, 0.7, 10, x, -7, -3, -2.9
Cc1cccc(-c2nc(CCNC(=O)c3ccco3)cs2)c1 is listed with -1, 2, x, 0.8, 2, x, -7, 5, -4.2
O=C(c1sc2ccccc2c1Cl)N1CCN(CCc2ccccn2)CC1 is listed with 8, -1, -5, 19, 9, 0.4, 0, -21, -2.7
C=CCn1nnnc1SCC(=O)Nc1cccc(C(F)(F)F)c1 is listed with 3, -4, -1, 1.1, 0, 1.9, 2, 1, 2.2
O=C(COc1ccccc1)Nc1nnc(-c2ccccc2)o1 is listed with 3, -2, -3, -1.4, -24, -1.5, -1, -1, 1.2

Compound activity (PubChem BioAssay)
